Compound activity as filed in PubChem BioAssay.
PLCb3 inh – inhibitors of human phospholipase C beta3; Q01970; Purified PLC-beta3, fluorogenic substrate, fluorescence; inhibition, % at 12.2 µM; hit rate 0.18% among 370,000; AID 720704; in the data active = inhibition above about 11%;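 note: 0% = median of compound wells on plate and 100% = full blocker control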
PG9 Ab binder – PG9 antibody binding by small molecule | TR-FRET gp120-PG9 antibody binding | inhibition, % at 6.7 µM | hit rate 0.43% among 360,000; in the data active = inhibition above about 8.5%
HGIII-sPLA2 inh – Blocks human group III sPLA2 activity; Q9NZ20; QFRET BODIPY PC-A2 liposome hydrolysis, fluorescence; inhibition, % at 12.2 µM; hit rate 0.56% among 370,000; AID 743126;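 active = inhibition above mean plus 3 SD of compounds lying within the high and low control bounds, cut at about 19% in these data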;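 note: 0% = median of test compound wells and 100% = no enzyme DMSO wells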
Target sequence (Q9NZ20 whole entry, looked up): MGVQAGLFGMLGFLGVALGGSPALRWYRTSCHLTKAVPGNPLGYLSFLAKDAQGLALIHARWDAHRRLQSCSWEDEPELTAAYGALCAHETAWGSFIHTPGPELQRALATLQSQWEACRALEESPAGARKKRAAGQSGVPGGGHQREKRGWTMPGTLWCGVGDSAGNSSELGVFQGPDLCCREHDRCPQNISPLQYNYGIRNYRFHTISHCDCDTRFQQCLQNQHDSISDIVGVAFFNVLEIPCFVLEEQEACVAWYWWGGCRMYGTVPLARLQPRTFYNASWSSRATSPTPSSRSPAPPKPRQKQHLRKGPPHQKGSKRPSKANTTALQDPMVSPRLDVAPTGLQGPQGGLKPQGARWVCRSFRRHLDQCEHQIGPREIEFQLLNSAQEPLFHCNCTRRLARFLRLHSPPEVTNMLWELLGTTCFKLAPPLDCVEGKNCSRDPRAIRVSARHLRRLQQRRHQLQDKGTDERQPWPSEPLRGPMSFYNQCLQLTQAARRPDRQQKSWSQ
Rev-erbA mod – modulators of human Rev-erb alpha DNA binding; P20393; hit rate 0.79% among 370,000; activity, % at 10 µM; Rev-erbα–FITC-DNA binding, fluorescence polarization, 90 min;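 active = activity above about 14%, limit read from the data; passing the limit was not always enough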;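 note: 0% = DMSO wells with 35 nM protein and 100% = DMSO wells with 750 nM protein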
Target sequence (P20393 whole entry, looked up): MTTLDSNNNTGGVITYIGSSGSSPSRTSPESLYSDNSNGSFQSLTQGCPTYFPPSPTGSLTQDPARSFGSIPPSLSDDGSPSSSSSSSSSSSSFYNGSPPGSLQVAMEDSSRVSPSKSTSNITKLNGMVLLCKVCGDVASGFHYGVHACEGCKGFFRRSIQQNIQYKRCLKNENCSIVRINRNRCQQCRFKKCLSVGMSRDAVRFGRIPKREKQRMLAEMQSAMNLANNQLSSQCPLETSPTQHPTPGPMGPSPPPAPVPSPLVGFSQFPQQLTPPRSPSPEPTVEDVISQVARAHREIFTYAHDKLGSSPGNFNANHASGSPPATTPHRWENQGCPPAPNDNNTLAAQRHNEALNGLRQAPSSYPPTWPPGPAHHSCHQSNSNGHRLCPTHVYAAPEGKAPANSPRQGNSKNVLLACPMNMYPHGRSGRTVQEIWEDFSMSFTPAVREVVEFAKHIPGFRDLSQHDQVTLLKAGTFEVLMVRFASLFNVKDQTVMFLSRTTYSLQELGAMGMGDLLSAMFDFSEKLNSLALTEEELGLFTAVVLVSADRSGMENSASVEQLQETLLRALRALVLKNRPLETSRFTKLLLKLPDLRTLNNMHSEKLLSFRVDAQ
FXN GAA850 act – activators of GAA850 frataxin (FXN) promoter; activation, % at 6 µM; hit rate 0.56% among 360,000; HEK293 lucGAA850 FXN promoter luciferase reporter, 24 h; percent of 10 µM SAHA response;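 active = activation above the average of all compounds screened plus 3 SD, cutoff fixed separately per campaign, cut at about 7.5% in these data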;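 note: 0% = DMSO wells and 100% = 10 µM SAHA wells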
DAX1 inh-1 – blocks DAX1 repression of SF-1 activated StAR promoter; HEK293T StAR-luciferase reporter, SF-1/DAX-1 repression relief; inhibition, % at 6.8 µM; hit rate 1.1% among 370,000; AID 652010;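 active = inhibition above the mean over all tested compounds plus 3 SD, cut at about 3.6% in these data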;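 note: 0% = DAX-1 cells with DMSO and 100% = cells lacking DAX-1 with DMSO; higher inhibition means more luminescence from relief of DAX-1 repression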
ssDAF12 agonist – S. stercoralis DAF-12 activation, primary screen | HEK293 ssDAF-12/GRIP1 lit1-tk-luc reporter, luminescence; % of 3 µM dafachronic acid response | activation, % at 6.8 µM | hit rate 1% among 370,000 | AID 652126;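 active = activation above the mean over all tested compounds plus 3 SD, cut at about 0.9% in these data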;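 note: 0% = DMSO-only wells and 100% = 3 µM delta7-dafachronic acid wells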
hgDAF-12 ag – hgDAF-12 agonism, primary luciferase screen. HEK293 GAL4-hgDAF12 UAS-luciferase reporter, agonist luminescence; normalized to butyrate control. hit rate 1.8% among 370,000. activation, % at 6.8 µM;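 active = activation above a cutoff set at the mean of all screened compounds plus 3 SD, cut at about 10% in these data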;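 note: 0% = DMSO wells and 100% = sodium butyrate wells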
SMARCA2 activ – SMARCA2 function activation, primary screen. MG213 cells, MMTV-luciferase reporter, dexamethasone, overnight. activation, % at 9.1 µM. hit rate 1% among 370,000. AID 652017; in the data active = activation above about 7.8%;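 note: 0% = vehicle wells and 100% = reference activator wells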
DAX1 inh-2 – NR0B1 (DAX1) inhibition | HEK293 Gal4-DAX1 luciferase reporter, luminescence | inhibition, % at 6.75 µM | hit rate 0.99% among 340,000 | P51843 | AID 504766;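 active = inhibition above the mean over all tested compounds plus 3 SD, cut at about 4.2% in these data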;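 note: 0% = DAX1-transfected cells with DMSO and 100% = empty-vector control cells with DMSO; inhibition shows as a rise in luminescence from relieved DAX1 repression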
hcDAF-12 act – activators of H. contortus DAF-12 nuclear receptor; HEK293 hcDAF-12 lit1-tk-luc reporter, luminescence; 0% DMSO, 100% Δ7-dafachronic acid; activation, % at 6.8 µM; hit rate 1.4% among 370,000; AID 652067;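 active = activation above the mean of all tested compounds plus 3 SD, cut at about 5.5% in these data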;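 note: 100% = response to 3 µM Δ7-dafachronic acid high control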
The depositor's hits bear a star; i = inactive; nt = not tested or not shown. The order is random; 7% or so of the library scored in one or more.

SMILES	PLCb3 inh	PG9 Ab binder	HGIII-sPLA2 inh	Rev-erbA mod	FXN GAA850 act	DAX1 inh-1	ssDAF12 agonist	hgDAF-12 ag	SMARCA2 activ	DAX1 inh-2	hcDAF-12 act
CCn1nc(NC(=O)C(C)C)c2cc3ccc(C)cc3nc21	-185	-5.4	0	-5	1.8	-0.3	-0.8	1.9	3	-0.2	-0.9
C=CCc1cc(Cl)ccc1OCCn1ccnc1	-4	-0.8	-23	-3	1.3	-0.1	-1.5	-1.5	-1	0.3	-2.2
COc1ccc(/C=C\c2nc(=O)c3ccccc3o2)cc1	-19	1.8	-5	-2	4.4	4.2*	0.5	19*	5	-0.9	7.2*
O=C(NCCC1CCCCN1S(=O)(=O)c1ccc(F)cc1)C(=O)NC1CC1 (centres undefined)	-5	1.1	11	0	0.4	1.1	-1.3	-0.7	-2	-1.2	-0.7
O=C(CSc1nc2ccc(Nc3nc(N4CCOCC4)nc(N4CCOCC4)n3)cc2s1)Nc1ccccc1F	-12	-0.5	13	1	0.4	1.1	-0.6	-0.5	-2	-0.6	-1.0
COc1ccccc1NC(=O)Nc1nnc(Cc2ccc(F)cc2)s1	-4	-0.5	-2	-1	2.1	-0.4	-1.8	-1.4	0	1.1	-0.7
COc1cc(CNC23CC4CC(CC(C4)C2)C3)ccc1OCc1ccccc1	2	0.5	22*	-7	0.7	-0.5	-0.1	1.4	-2	-0.9	2.2
CCN(CC)CCN(C(=O)CCS(=O)(=O)c1ccccc1)c1nc2cc(C)cc(C)c2s1	-1	-0.9	0	2	-0.8	3.1	-0.9	1.1	2	0.4	-1.4
CC1CCCN(CC(O)COCC2COc3ccccc3O2)C1 (centres undefined)	3	0.1	6	-2	1.4	-0.6	-1.0	1.4	-1	-0.2	-1.4
CCOC(=O)c1c(C)[nH]c(C(=O)OCC(O)=C(C#N)c2nc3ccccc3[nH]2)c1C	-44	0.3	-9	6	2.9	0.1	-0.8	0.5	-4	0.2	1.1
CCCCC(=O)Nc1cc(OC)c(NC(=S)NC)cc1OC	-2	-1.2	8	0	1.5	-0.2	0.6	-0.4	-1	1.3	-0.6
CCOC(=O)Cn1c(CN2CC(C)OC(C)C2)nc2c1c(=O)n(C)c(=O)n2C (centres undefined)	2	1.2	2	9	-1.2	-0.8	-0.9	-1.6	0	2.2	-1.3
COCCCNC(=O)CCCN1C(=O)c2cccnc2Sc2ccccc21	-1	-1.3	18	3	3.3	0.0	0.2	2.6	-3	2.8	3.0
COC(=O)[C@]12C[C@H](CC(=O)NCC34CC5CC(CC(C5)C3)C4)C(=O)N(Cc3ccccc3)C1=C[C@H](C1CCCC1)O[C@@H]2C	3	-0.2	-4	-4	nt	-0.4	-1.1	0.3	-2	nt	-0.4
Cc1ccc(CN2CCN(/N=C/c3ccccc3)CC2)cc1	-8	0.9	-3	2	3.2	-0.3	-1.1	-0.9	-1	7.7*	-0.4
CC1=NN(C(=O)c2csc(C(C)C)c2)C(O)(C(F)(F)F)C1 (centres undefined)	-4	-2.2	-1	-3	1.3	-0.3	-1.2	1.9	2	1.7	-1.1
COc1ccc(CC(=O)NC(CC(=O)O)c2cccc([N+](=O)[O-])c2)cc1 (centres undefined)	5	-2.7	-6	7	0.1	-0.7	-1.2	0.0	0	0.8	-0.7
COc1cccc(NC(=O)CN(C)C(=O)/C=C/c2cn(-c3ccccc3)nc2-c2cccs2)c1	-297	0.4	-35	6	-0.2	-3.4	-0.2	-3.0	-2	-1.0	-2.6
O=C(NCc1ccco1)/C(=C/c1ccc(Br)cc1)NC(=O)c1ccco1	-16	-1.1	1	0	-1.3	0.9	-1.5	-0.5	-2	0.9	0.0
CCOC(=O)CCc1c(C)c2ccc(OCc3nn[nH]n3)c(C)c2oc1=O	-114	-2.4	5	-1	3.3	0.7	-0.8	-0.5	-2	2.0	1.0
Cc1ccc(S(=O)(=O)NCC(=O)Nc2ccc3c(c2)OCO3)cc1	0	-1.0	-1	3	-1.1	0.3	-0.6	0.0	0	-0.7	-0.8
O=C(CC(CC(=O)c1ccc(Cl)cc1)c1ccccc1C(=O)O)c1ccc(Cl)cc1	-9	-1.4	-24	-3	0.9	-0.8	-1.0	0.7	2	-0.7	-0.2
Cc1ccccc1NC(=O)c1cccc(OCc2c(C)noc2C)c1	1	-2.9	-5	0	-0.7	-0.7	-2.0	0.9	0	1.7	-2.7
CCOc1c(Br)cc(CNc2ccc(N3CCN(C(C)=O)CC3)cc2)cc1OC	-55	-5.0	7	-2	-0.7	-1.5	-1.1	-3.1	-2	0.1	-2.8
NC(=O)c1c(NC(=O)c2cc3ccccc3o2)sc2c1CCC2	-96	6.4	-3	19	1.2	4.8*	1.9*	13*	1	3.2	9.9*
CCC(Oc1ccccc1)C(=O)N1CCN(c2ccccn2)CC1 (centres undefined)	-2	0.7	3	12	0.8	0.3	-0.9	0.9	1	-0.5	-1.1
Cc1oc2c(CN3CCCC3)c(O)ccc2c(=O)c1-c1ccc(Cl)cc1	i	1.1	-2	-3	-1.7	0.1	-0.8	-0.9	1	0.4	-2.1
COc1cc(C#Cc2c(-c3ccccc3OC)oc3ccccc23)cc(OC)c1	-174	-1.6	4	-1	2.6	-0.4	-0.3	3.3	0	0.7	0.8
Cc1nn(CC(=O)c2ccc(Br)s2)c(C)c1[N+](=O)[O-]	-13	0.3	-41	0	-0.5	-0.1	-0.8	0.7	-2	0.3	-1.7
Cc1cc(C)n(-c2ccc(C(=O)OCC(=O)Nc3cc(S(C)(=O)=O)ccc3Cl)cc2)n1	-9	0.8	5	7	-0.6	0.7	-0.6	-0.9	0	-0.4	1.0
COc1ccccc1/C=C(\C#N)C(=O)Nc1ccc(S(N)(=O)=O)cc1	1	-2.6	-17	2	0.9	-0.2	-0.9	1.4	-2	0.6	-1.0
O=S(=O)(Cc1noc(-c2ccccc2Cl)n1)c1ccccn1	-8	-2.9	-4	4	3.0	0.9	0.5	6.8	16*	4.9*	1.8
COc1ccc(C(=O)COC(=O)Cc2c[nH]c3ccccc23)c(OC)c1	-11	-1.4	-84	4	-0.9	-1.8	-1.2	-0.3	-2	-1.1	-1.5
C#CCN1CC(C)/C(=N/O)CC1C (centres undefined)	3	-1.5	3	-4	-0.4	0.1	-1.1	1.5	2	0.7	-1.4
COc1cccc(C(=O)NCc2nnc(SCC(=O)Nc3nccs3)n2-c2ccccc2)c1	-3	0.4	1	-2	-0.7	-0.1	0.1	6.1	-2	-0.5	1.0
O=S1(=O)c2cc(Cl)ccc2N2CC[C@H](C2)N1Cc1ccc(Cl)c(Cl)c1	-1	-0.1	10	7	nt	0.5	-0.8	-0.8	-4	nt	-0.9
CCOC(=O)C(=COC(=O)c1ccccc1)NC(=O)Cc1ccccc1	6	0.0	-5	-2	1.9	0.8	-0.4	1.0	1	-0.1	0.5
Cc1cc(N/N=C/c2ccccc2Cl)nc(NCc2ccccc2)n1	0	-2.3	-23	3	-1.7	-2.2	-1.3	1.8	-2	-1.0	0.5
C=CCNCCCCOc1ccc(Br)cc1C	4	-1.6	-1	5	2.2	0.5	-0.9	5.7	0	-0.9	-0.8
CCCOC(=O)CCCN1C(=O)/C(=C2\SC(=S)N(CCCC(=O)OCCC)C2=O)SC1=S	-9	0.4	14	1	0.4	-0.3	-1.3	-1.0	-2	nt	1.1

Gathered by group, the entries above containing a cyano group
SMILES	PLCb3 inh	PG9 Ab binder	HGIII-sPLA2 inh	Rev-erbA mod	FXN GAA850 act	DAX1 inh-1	ssDAF12 agonist	hgDAF-12 ag	SMARCA2 activ	DAX1 inh-2	hcDAF-12 act
CCOC(=O)c1c(C)[nH]c(C(=O)OCC(O)=C(C#N)c2nc3ccccc3[nH]2)c1C	-44	0.3	-9	6	2.9	0.1	-0.8	0.5	-4	0.2	1.1
COc1ccccc1/C=C(\C#N)C(=O)Nc1ccc(S(N)(=O)=O)cc1	1	-2.6	-17	2	0.9	-0.2	-0.9	1.4	-2	0.6	-1.0

(listing goes on)
SMILES	PLCb3 inh	PG9 Ab binder	HGIII-sPLA2 inh	Rev-erbA mod	FXN GAA850 act	DAX1 inh-1	ssDAF12 agonist	hgDAF-12 ag	SMARCA2 activ	DAX1 inh-2	hcDAF-12 act
O=C(O)/C=C/c1cnn(-c2ccccc2)c1	-3	0.8	0	10	0.2	5.0*	-0.9	2.6	2	-2.5	1.1
NC(=O)c1cccc(-c2ccnc3c2CC(C(=O)NCc2ccc(F)c(F)c2)O3)c1 (centres undefined)	3	1.1	0	-1	-6.2	-0.6	-1.0	3.0	-1	nt	-1.1
O=C(COc1ccc([N+](=O)[O-])cc1Cl)N1CCc2ccccc21	-3	-0.5	6	0	4.6	4.4*	0.8	8.8	5	1.1	4.9
COc1ccccc1CNC(=O)CCNS(=O)(=O)c1ccc2c(c1)oc(=O)n2C	-8	0.9	-2	4	0.3	0.0	-1.4	-0.8	-1	0.3	-1.5
COc1ccc(C(C)c2cn(C)c3ccccc23)cc1 (centres undefined)	-8	nt	11	2	nt	-1.4	-0.3	-0.3	0	nt	2.0
COc1cc(NC(=O)Cc2ccc(S(=O)(=O)N3CCOCC3)s2)c(OC)cc1Cl	-3	0.9	-37	-6	0.2	-1.6	-0.7	0.8	-4	-0.8	0.3
O=C(C1=NN(c2ccccc2)C2C(=O)N(c3ccccc3)C(=O)C12)c1ccccc1 (centres undefined)	-143	-1.9	-4	1	0.5	-0.2	-0.8	1.4	-5	0.9	-1.2
Cn1c(=O)c2c(ncn2CC(=O)OCC(=O)Nc2ccc(F)cc2F)n(C)c1=O	-9	0.5	11	-3	2.3	-0.3	-1.5	1.0	-2	2.1	0.1
CCn1c(Cc2ccccc2)nnc1SCC(=O)Nc1ccc(OC)cc1	2	-0.5	-6	3	-1.2	-1.9	-1.1	1.2	-1	0.3	-0.6
CC(C)N(Cc1ccccc1)C(=O)COC(=O)C1CCN(c2ccc(C(F)(F)F)cn2)CC1	-7	0.7	-1	-6	-2.8	-1.2	-1.3	0.1	-2	1.4	-0.4
COc1ccc(OCC(=O)NC2CCCN(Cc3ccc(Cl)cc3)C2)cc1 (centres undefined)	-7	-1.8	-10	-10	0.4	-3.5	-1.2	-0.4	3	-0.1	-2.5
CC(=O)Nc1ccc(-c2nc3ccccc3c(=O)o2)cc1	-5	0.9	2	-3	0.7	0.2	-0.8	0.0	-2	-0.5	-2.3
CC(C)(C)OC(=O)N/N=C\c1ccc(OC(=O)c2ccco2)cc1	-2	-0.8	-4	-2	5.6	2.0	-0.3	11*	4	-0.2	6.2*
Cc1nnc(SCC(=O)NCc2ccccc2Cl)[nH]c1=O	-3	0.0	4	-4	1.6	0.0	-0.6	1.7	-1	0.3	-1.5
O=C(COc1cccc(NC(=O)c2cccc([N+](=O)[O-])c2)c1)c1ccc(Br)cc1	3	0.3	-53	-1	-2.3	-1.8	-2.1	-0.5	-1	0.4	-2.6
CN(c1ccccc1)S(=O)(=O)c1cccc(NC(=O)c2cncc(Br)c2)c1	0	-0.8	-4	6	-0.3	-0.1	-2.5	0.4	0	-2.9	-2.5
Cc1ccc(C(=O)NC(C)c2ccccc2)o1 (centres undefined)	-2	1.7	2	-1	1.2	0.2	-1.5	2.1	-1	-0.9	-0.3
